# HEK293 tox – cytotoxic in the GLP-1 receptor inverse agonist counter-screen. HEK293 cAMP-luciferase reporter cells, luminescence, 24 h. Potency, µM (series often up to 38.3 µM), for inactives: at the highest dose activity change, negative = inhibition, hits mostly inhibitors. actives 0.13% (n = 410,000);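 note: loss of luciferase light is scored as toxicity; potency is the fitted concentration of half-maximal effect; % is set by controls: 0 for no effect and ±100 for the full control effect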
#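 Seeding density was 200 cells/uL; after overnight-length (12 h) culture, 23 nL compounds went on for 24 h at 37 °C. Readout used a luciferase detection reagent, luminescence taken after 12 min at room temperature.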
# MCF10A rerep – DNA re-replication induction in MCF 10a cells; MCF 10A DNA re-replication, Hoechst nuclear intensity, 48 h; Potency, µM (highest dose often 46.1 µM), for inactives: at the highest dose activity, positive = re-replication, most hits filed as activators; actives 2.9% (n = 350,000); AID 624296; note: potency is the fitted concentration of half-maximal effect; % of control where 0% means no effect; nearly all actives have a fitted effect of over 50% in size
# IL-1B inflam inh – blocks inflammasome-driven IL-1 beta release. THP-1 LPS/ATP IL-1B secretion, AlphaLISA, 16 h; active compounds read low. activity change, % at 57.5 µM. actives 4.7% (n = 360,000); in the data active = activity change below about -50%; inconclusive = mostly about -30% to -49%; note: % is set by controls: 0 for no effect and ±100 for the full control effect
#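 THP-1 cells pretreated 1 hr with compounds (up to 57.5 uM final), then stimulated with LPS (250 ng/mL final) plus ATP (1.25 mM final); secreted IL-1B measured by AlphaLISA after 16 hr, decreased signal indicating inhibition.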
# KB-3-1 tox – KB-3-1 parental cell cytotoxicity; KB-3-1 viability, CellTiter-Glo ATP luminescence, 72 h; Potency, µM (series often up to 46.1 µM), for inactives: top-dose activity change, negative = cytotoxic, actives largely listed as cytotoxic; actives 1.4% (n = 400,000); AID 1347075; note: potency is the fitted concentration of half-maximal effect; % is set by controls: 0 for no effect and ±100 for the full control effect; nearly all actives have a fitted effect of over 60% in size
#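 Screening of KB-3-1 cells (DMEM, 10% FBS, phenol-red free) ran from lowest to highest compound concentration; after 72 h at 37 °C viability was read luminescently and curves fitted.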
# KB-V1 cytotox – kills drug-selected multidrug resistant KB-V1 cells; KB-V1 MDR cells viability, CellTiter-Glo, 72 h; Potency, µM (titrated, usually from 46.1 µM), inactives show top-dose activity change, negative = cytotoxicity, hits mostly cytotoxic; AID 1347076; actives 3.4% (n = 400,000); note: potency is the fitted concentration of half-maximal effect; % is set by controls: 0 for no effect and ±100 for the full control effect; nearly all actives have a fitted effect of over 60% in size
#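 KB-V1, DMEM (no phenol red) + 10% FBS; cpd pin-transferred, titration series; 72 h, 37 degrees C; CellTiter-Glo, luminescence. Data normalized, curve-fit.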
# DRD3 agonist – activates the human D3 dopamine receptor; D3R DiscoveRx beta-arrestin cells, luminescence, 90 min; max activation, %; actives 0.58% (n = 410,000); AID 652048; in the data active = max activation above about 30%; note: 0% is about no effect; mostly tested at two doses, the higher about 12 µM
# Target sequence (P35462 whole entry, looked up): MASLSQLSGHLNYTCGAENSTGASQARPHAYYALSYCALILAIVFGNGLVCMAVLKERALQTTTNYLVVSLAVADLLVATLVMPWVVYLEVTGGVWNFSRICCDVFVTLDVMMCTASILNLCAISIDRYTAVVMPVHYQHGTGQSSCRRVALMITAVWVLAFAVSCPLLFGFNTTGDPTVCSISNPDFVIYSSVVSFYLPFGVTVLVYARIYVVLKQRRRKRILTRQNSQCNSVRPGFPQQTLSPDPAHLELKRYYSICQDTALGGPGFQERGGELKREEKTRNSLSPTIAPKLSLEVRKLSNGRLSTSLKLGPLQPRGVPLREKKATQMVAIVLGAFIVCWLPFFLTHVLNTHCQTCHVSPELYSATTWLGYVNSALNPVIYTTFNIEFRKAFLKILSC
#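 Cells at 1500/well, incubated overnight, then treated with pinned compounds (dopamine as control) for 90 min at 37 degrees C. DiscoveRx reagent added for 30 - 60 minutes at room temperature; luminescence read.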
# HT1080-NT tox – kills 2HG-producing HT-1080-NT fibrosarcoma cells; Potency, µM (titrated, usually from 46.1 µM), for the others: top-dose activity, negative = less viability, most hits filed as cytotoxic; HT-1080-NT fibrosarcoma viability, CellTiter-Glo ATP luminescence, 48 h; actives 1.6% (n = 360,000);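 note: NT is the 2HG producing partner of a matched IDH1 knockdown line; potency is the fitted concentration of half-maximal effect; 0% = DMSO-treated cells and -100% = media-only wells without cells; nearly all actives have a fitted effect of over 55% in size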
#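 Compounds were tested in concentration-response format on HT-1080-NT cells for 48 hours at 37 degrees C. Cell viability came from CellTiter-Glo luminescence; curves were classified by r2, response magnitude and activity.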
# HT1080 IDH1KD tx – HT-1080 IDH1 knockdown cell toxicity (counter line). HT-1080 IDH1 knockdown viability, ATP luminescence, 48 h. AID 686971. actives 2% (n = 360,000). Potency, µM (series often up to 46.1 µM), for the others: at the top dose activity, negative = toxicity, usual class: cytotoxic;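 note: potency is the fitted concentration of half-maximal effect; 0% = DMSO wells and -100% = cell-free medium wells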
#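 In this qHTS, HT-1080 cells depleted of IDH1 are exposed for 48 h at 37 °C to compound titrations. Toxicity is scored from CellTiter-Glo luminescence, with DMSO as full viability and medium alone as none.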
# SW480 rereplic – inducers of DNA re-replication in SW480 colon cancer cells. Potency, µM (series often up to 46.1 µM), without a hit: at the highest dose re-replication activation, actives largely listed as activators. SW480 DNA re-replication, Hoechst DNA content imaging, 48 h. AID 624297. actives 1.8% (n = 340,000); note: potency is the fitted concentration of half-maximal effect; % of control where 0% means no effect; nearly all actives have a fitted effect of over 55% in size
#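 Image-based DNA-content assay: after two days of treatment, nuclei were labelled with the DNA dye Hoechst and imaged, and hits were compounds raising the count of nuclei showing high fluorescence intensity.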
# An asterisk follows results filed as active; ? = inconclusive; . = no result given; [ ] = another dose, or the depositor's remark. Unless noted, calls come from the whole dose curve; as a rule, active = well fitted curve in the direction sought with a large enough effect; inconclusive = small, poorly fitted or top-dose-only effect, or another doubt; inactive = no such curve, though single readings can be large; an effect the other way counts as inactive or inconclusive. Rows are unselected; any-hit rate near 11%.
cpd	Compound	HEK293 tox	MCF10A rerep	IL-1B inflam inh	KB-3-1 tox	KB-V1 cytotox
1	Cc1cc(Br)cc2c1NC(=O)C2(c1c(C)n(C)n(-c2ccccc2)c1=O)c1c(C)n(C)n(-c2ccccc2)c1=O	-3%	-1%	10	9%	-1%
2	CCCCCn1c(NC2CCCCC2)nc2c1c(=O)[nH]c(=O)n2C	-2%	1%	-4	5%	-3%
3	COC(=O)c1ccccc1NC(=O)CN(C)Cc1ccccc1	14%	11%	-11	-6%	9%
4	CC1=CC(C)(C)N(S(=O)(=O)c2ccc(F)cc2)c2ccccc21	-31%	?	64	28%	12%
5	CCc1ccc(NC(=O)CSc2n[nH]c(=O)n2C2CC2)cc1	6%	3%	9	-3%	-17%
6	COc1ccc(CN2CCN(C3CCC3)CC2CCO)c(C)c1C (configuration not stated)	6%	11%	4	-3%	2%
7	COc1ccccc1NC(=O)c1ncoc1-c1ccco1	1%	.	.	0%	5%
8	CCOC(=O)N1CCN(C(=S)NC(=O)c2ccnn2C)CC1	17%	7%	18	18%	30%
9	CCOc1ccc(NS(=O)(=O)c2ccc(C(=O)NCc3ccncc3)cc2)cc1	8%	4%	8	-1%	22%
10	CC/C(O)=C(/C#N)c1nnc2n1CCCCC2	11%	3%	15	-2%	-5%
11	CCN1CCN(c2nc(Nc3cccc(C)c3)nc(N)c2[N+](=O)[O-])CC1	-25%	0%	?	-15%	4.1µM*
12	C=CCC(NCc1ccccc1)c1ccc(OC)cc1 (configuration not stated)	-6%	3%	-11	-19%	-18%
13	CCCCc1ccc(NC(=O)c2cnccn2)cc1	1%	0%	-2	-13%	-26%
14	CC1=NN(c2ccccc2)C(=O)C1N=Nc1ccccc1 (configuration not stated)	?	8%	-7	4%	?
15	O=C(NC1(C(F)(F)F)C(=O)Nc2c1c(=O)[nH]c(=O)n2Cc1ccco1)C1CC1 (configuration not stated)	2%	-2%[9.22 µM]	9	8%	15%

cpd	DRD3 agonist	HT1080-NT tox	HT1080 IDH1KD tx	SW480 rereplic
1	0	-1%	-6%	-6%
2	-1	1%	-4%	-7%
3	5	0%	-7%	16%
4	-10	11µM*	?	21µM*
5	-11	-4%	-6%	-3%
6	-5	-1%	-13%	?
7	9	.	.	.
8	3	8%	21%	-2%
9	5	-1%	1%	-2%
10	-8	-1%	18%	4%
11	-46	-15%	-21%	0%
12	-18	-14%	-7%	-11%
13	-6	-11%	-15%	-4%
14	1	22%	3%	-49%[inhibitor]
15	-1	17%	20%	-1%[9.22 µM]

# Arranged by length of the SMILES (lowest first): 10 of the compounds above
cpd	Compound	HEK293 tox	MCF10A rerep	IL-1B inflam inh	KB-3-1 tox	KB-V1 cytotox
13	CCCCc1ccc(NC(=O)c2cnccn2)cc1	1%	0%	-2	-13%	-26%
10	CC/C(O)=C(/C#N)c1nnc2n1CCCCC2	11%	3%	15	-2%	-5%
3	COC(=O)c1ccccc1NC(=O)CN(C)Cc1ccccc1	14%	11%	-11	-6%	9%
6	COc1ccc(CN2CCN(C3CCC3)CC2CCO)c(C)c1C (configuration not stated)	6%	11%	4	-3%	2%
5	CCc1ccc(NC(=O)CSc2n[nH]c(=O)n2C2CC2)cc1	6%	3%	9	-3%	-17%
2	CCCCCn1c(NC2CCCCC2)nc2c1c(=O)[nH]c(=O)n2C	-2%	1%	-4	5%	-3%
4	CC1=CC(C)(C)N(S(=O)(=O)c2ccc(F)cc2)c2ccccc21	-31%	?	64	28%	12%
9	CCOc1ccc(NS(=O)(=O)c2ccc(C(=O)NCc3ccncc3)cc2)cc1	8%	4%	8	-1%	22%
15	O=C(NC1(C(F)(F)F)C(=O)Nc2c1c(=O)[nH]c(=O)n2Cc1ccco1)C1CC1 (configuration not stated)	2%	-2%[9.22 µM]	9	8%	15%
1	Cc1cc(Br)cc2c1NC(=O)C2(c1c(C)n(C)n(-c2ccccc2)c1=O)c1c(C)n(C)n(-c2ccccc2)c1=O	-3%	-1%	10	9%	-1%

cpd	DRD3 agonist	HT1080-NT tox	HT1080 IDH1KD tx	SW480 rereplic
13	-6	-11%	-15%	-4%
10	-8	-1%	18%	4%
3	5	0%	-7%	16%
6	-5	-1%	-13%	?
5	-11	-4%	-6%	-3%
2	-1	1%	-4%	-7%
4	-10	11µM*	?	21µM*
9	5	-1%	1%	-2%
15	-1	17%	20%	-1%[9.22 µM]
1	0	-1%	-6%	-6%

# Later entries.
cpd	Compound	HEK293 tox	MCF10A rerep	IL-1B inflam inh	KB-3-1 tox	KB-V1 cytotox
16	O=C(CCCc1c[nH]c2ccccc12)N1CCN(S(=O)(=O)c2cccs2)CC1	-6%	?	2	-21%	?
17	NC(=NCCc1ccccc1)NS(=O)(=O)c1cccs1	-11%	3%	11	7%	-1%
18	CCc1nc2ccc(C(=O)NC3CCN(Cc4ccccc4)CC3)cn2c1N(C)CCN1CCOCC1	-7%	.	-16	0%	0%
19	CCC1CCCCN1C(=S)NC(=O)c1cc(S(=O)(=O)N2CCOCC2)ccc1C (configuration not stated)	?	7%	14	-10%	?
20	COc1ccc(CNC(=O)/C=C/c2ccco2)cc1OC	8%	-1%	2	-1%	0%
21	CC1CN(C(=O)C(C)Sc2nc3ccccc3s2)CC(C)O1 (configuration not stated)	68%[activator]	-1%[9.22 µM]	0	-4%	-5%
22	O=C(CC1C(=O)NCCN1Cc1c(F)cccc1Cl)NC1CCCC1 (configuration not stated)	-1%	-2%	-2	-10%	2%
23	CNC(=S)Nc1cc(C)ccc1OC(F)F	22%	2%	9	6%	0%
24	Cc1ccc(S(=O)(=O)c2cn(CC(=O)Nc3ccccc3C)c3cc4c(cc3c2=O)OCO4)cc1	3%	.	.	?	9%
25	c1ccc2c(c1)NCCS2	-30%	-52%[inhibitor]	9	-3%	-4%
26	COc1cc(CNC23CC4CC(CC(C4)C2)C3)ccc1OCc1ccccc1	-22%	0%	-17	-2%	0%
27	COc1ccccc1NC(=O)COC(=O)CNC(=O)C1CCCCC1	-1%	3%	-18	2%	18%
28	O=C(CSc1nnc(-c2ccccc2F)o1)NC1CCCCC1	5%	3%	-20	-4%	-22%
29	CC(=O)n1cc(/C=N/NC(=O)c2cccc(O)c2)c2ccccc21	-2%	-1%	?	-6%	30%
30	Cn1ccnc1C(=O)c1ccccc1Cl	3%	1%	31	0%	-4%

cpd	DRD3 agonist	HT1080-NT tox	HT1080 IDH1KD tx	SW480 rereplic
16	0	3%	-19%	4%
17	4	5%	17%	0%
18	-7	-19%	-20%	.
19	-19	6%	13%	?
20	13	9%	-3%	1%
21	-3	-5%	-26%	13%
22	-8	1%	-1%	-2%
23	-8	4%	24%	-6%
24	4	.	.	.
25	-3	-20%	-15%	-2%
26	-6	-15%	-5%	3%
27	6	8%	5%	-3%
28	3	26%	19%	?
29	4	12%	22%	-7%
30	-36	2%	3%	12%

# Next section:
cpd	Compound	HEK293 tox	MCF10A rerep	IL-1B inflam inh	KB-3-1 tox	KB-V1 cytotox
31	COc1cc(NS(=O)(=O)c2ccc(NC(=S)NC(=O)/C=C/c3ccco3)cc2)ncn1	-8%	-10%	11	26%	?
32	CCOc1ccc(-c2nnc3sc(-c4ccccc4OC)nn23)cc1	6%	-5%	-14	-14%	5%
33	CCOc1ccc(CCNC(=O)c2nnn(CC(=O)Nc3ccc(OC)c(OC)c3)c2N)cc1OCC	-14%	5%	4	-5%	-9%
34	O=C(COC(=O)CCC(=O)c1cccs1)Nc1cccc(S(=O)(=O)N2CCOCC2)c1	-2%	-3%	-1	-4%	-2%
35	CCC(=O)NC(=S)Nc1cccc(-c2nc3ncccc3o2)c1	-19%	-10%	-1	23%	18%
36	CCOC(=O)C1CCN(C(=O)C2(NC(=O)NC3CCCCC3)CCCCC2)CC1	-6%	-6%	21	-2%	46%
37	CCCCOc1ccc(C(O)C(CN2CCOCC2)c2ccccc2)cc1 (configuration not stated)	2%	?	11	-19%	?
38	CCC(=O)Nc1ccccc1N1CCN(S(C)(=O)=O)CC1	47%[activator]	13%	18	-15%	13%
39	O=C(Nc1nnc(C2CCCCC2)s1)C1CC(=O)N(c2ccccc2)C1 (configuration not stated)	7%	0%	18	7%	-22%
40	CNC(=O)c1cc(C(=O)c2ccc(Cl)cc2)c[nH]1	-5%	7%	-15	9%	17%
41	COc1ccccc1NS(=O)(=O)c1cc(C(=O)Nc2ccc(S(=O)(=O)Nc3onc(C)c3C)cc2)ccc1C	-17%	0%	0	2%	14%
42	COC(=O)C1=C(C)N(c2ccc(OC)c(OC)c2)C(=O)/C1=C\c1cccs1	0%[7.66 µM]	-6%	9	-6%	-4%
43	Cc1ccc2c(CN3CCN(S(=O)(=O)c4ccc5c(c4)OCCO5)CC3)cc(=O)oc2c1C	0%	?	28	-23%	0%

cpd	DRD3 agonist	HT1080-NT tox	HT1080 IDH1KD tx	SW480 rereplic
31	7	7%	0%	-1%
32	5	13%	0%	4%
33	5	-14%	-3%	8%
34	3	0%	8%	-3%
35	-1	19%	11%	2%
36	-8	-2%	3%	5%
37	2	6%	-9%	-14%
38	-1	-4%	-4%	-4%[9.22 µM]
39	6	-1%	18%	1%
40	9	20%	15%	8%
41	-13	13%	15%	-3%
42	-7	13%	7%	-3%
43	1	1%	-3%	0%

# Source: PubChem (National Center for Advancing Translational Sciences (NCATS))
